# Screens as filed in PubChem BioAssay.
# hIAP activ: increases human intestinal alkaline phosphatase activity; hit rate 0.16% among 330,000; P09923; activation factor at 10 µM; purified human IAP, CDP-Star luminescence, 30 min; active compounds read high; 1 = vehicle-only enzyme, 0 = enzyme-free background;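 active = activation factor of the enzyme at least 2-fold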; also: the source names both 10 and 20 µM as test concentration; values of inactives mirror those of a sister screen read the other way
# mIAP activ: mouse IAP activation. muIAP, CDP-Star luminescence, 30 min; active compounds read high; 1 = vehicle-only enzyme signal, 0 = enzyme-free wells. activation factor at 10 µM. hit rate 0.24% among 330,000;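 active = activation factor of at least 2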; also: the source names both 10 and 20 µM as test concentration; values of inactives mirror those of a sister screen read the other way
#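 Assay system: mouse IAP enzyme; reagent: chemiluminescent substrate CDP-Star; dosing: test compounds delivered from DMSO solution; schedule: 30 min at room temperature; measured by: luminescence from enzymatic CDP-Star hydrolysis; controls: DMSO-only wells and no-enzyme negative control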
# A3A deaminase: inhibitors of human APOBEC3A DNA deaminase. AID 493011. hit rate 0.41% among 330,000. recombinant A3A, FAM/TAMRA ssDNA deamination fluorescence. inhibition, % at 20 µM;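 active = at least 40% inhibition at 20 µM here, with at most 30% in a related deaminase screen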;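 also: plate controls were A3A with DMSO for no effect and wells lacking A3A enzyme for full effect; some results filed as inactive read as strong as hits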
# Target sequence (P31941 whole entry, looked up): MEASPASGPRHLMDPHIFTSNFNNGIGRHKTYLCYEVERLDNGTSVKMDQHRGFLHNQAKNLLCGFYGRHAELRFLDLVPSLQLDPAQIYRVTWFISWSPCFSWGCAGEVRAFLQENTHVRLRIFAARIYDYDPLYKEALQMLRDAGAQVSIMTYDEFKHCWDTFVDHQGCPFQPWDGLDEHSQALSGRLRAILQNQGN
# hIAP block: human IAP inhibition; hit rate 0.12% among 330,000; inhibition, % at 10 µM; purified IAP, CDP-Star luminescence, 30 min; AID 2544;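 active = inhibition reaching a set limit with compound at 10 µM in the primary screen, cut at about 35% in these data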;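 also: plate controls were DMSO wells with enzyme for no effect and no-enzyme buffer wells for full effect; values of inactives mirror those of a sister screen read the other way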
# APOBEC3G inh: APOBEC3G (human) deaminase inhibition | hit rate 0.28% among 330,000 | recombinant A3G, ssDNA deamination FAM/TAMRA fluorescence | Q9HC16 | AID 493012 | inhibition, % at 20 µM;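 active = inhibition of at least 40% at 20 µM, with no more than 30% in the related APOBEC3A deaminase screen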;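 also: plate controls were DMSO wells with A3G for no effect and wells lacking A3G enzyme for full effect; some compounds called inactive have numbers as strong as hits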
# Target sequence (Q9HC16 whole entry, looked up): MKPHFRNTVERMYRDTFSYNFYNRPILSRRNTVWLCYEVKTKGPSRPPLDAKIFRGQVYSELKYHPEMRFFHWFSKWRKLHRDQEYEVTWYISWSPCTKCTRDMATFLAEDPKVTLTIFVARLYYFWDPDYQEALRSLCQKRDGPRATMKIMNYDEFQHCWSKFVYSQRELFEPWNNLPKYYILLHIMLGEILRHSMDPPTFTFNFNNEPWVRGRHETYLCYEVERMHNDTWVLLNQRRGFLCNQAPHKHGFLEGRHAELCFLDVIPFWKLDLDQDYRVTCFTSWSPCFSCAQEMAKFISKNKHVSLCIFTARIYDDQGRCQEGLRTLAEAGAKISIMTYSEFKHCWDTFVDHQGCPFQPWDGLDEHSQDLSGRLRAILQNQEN
# NALP3 yeast inh: NALP3 inhibition in yeast. inhibition, % at 10 µM. hit rate 0.39% among 330,000. Yeast reconstituted NLRP3/ASC/caspase-1, beta-gal luminescence, 24 h. AID 2825;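 active = inhibition of 50% or more; inactive = inhibition below 50%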;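 also: plate controls were induced DMSO wells for no effect and uninduced yeast grown without galactose for full effect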
# MIN6 prolif: MIN6 beta-cell proliferation induction; hit rate 0.29% among 330,000; proliferation, % at 10 µM; AID 2380; MIN6 cells proliferation, ATPlite luminescence, 48 h; cells starved in 0.2% serum; 100% = growth in 10% serum;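 active = compounds whose signal lies at least 3.5 SD above the mean of all wells on their plate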;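 also: 0% = DMSO-treated cells in low-serum medium and 100% = 10% serum control; some compounds called inactive have numbers as strong as hits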
# SENP1 inh: SENP1 (human) catalytic domain inhibition; hit rate 0.21% among 360,000; inhibition, % at 10 µM; recombinant SENP1 catalytic domain, CyPet-SUMO1-YPet FRET cleavage;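 active = inhibition at least 30% at 10 µM, raw YFP signal under a set limit, fluorescence ratio 0.5 to 1.5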;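 also: 0% = enzyme with DMSO and 100% = no enzyme wells; some results filed as inactive read as strong as hits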
# Target sequence (Q9P0U3 419-644 limits assumed): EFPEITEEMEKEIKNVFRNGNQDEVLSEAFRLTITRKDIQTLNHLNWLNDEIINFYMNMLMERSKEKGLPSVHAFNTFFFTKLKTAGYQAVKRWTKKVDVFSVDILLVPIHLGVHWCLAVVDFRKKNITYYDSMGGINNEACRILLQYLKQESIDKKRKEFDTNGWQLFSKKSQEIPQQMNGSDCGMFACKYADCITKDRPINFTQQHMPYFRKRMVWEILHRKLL
#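 System: Recombinant human SENP1 catalytic domain, His6-tagged | Incubation: Enzyme reaction for 50 min at room temperature, dark | Medium: Tris pH 8 with BME, BSA, NP40 and catalase | Also added: 25 nM SUMO1 FRET substrate | Compound: 10 µM single point, 0.5% DMSO | Measured by: FRET fluorescence in CFP and YFP emission channels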
# mIAP block: mouse IAP inhibition | AID 2806 | purified mouse IAP, CDP-Star luminescence, 30 min | hit rate 0.2% among 330,000 | inhibition, % at 10 µM;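 active = inhibition of at least 40% at 10 µM in the primary screen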;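 also: plate controls were DMSO with enzyme for no effect and no enzyme wells for full effect; values of inactives mirror those of a sister screen read the other way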
# Starred values were filed as active, the others as inactive; nt = not tested or not shown.
SMILES,hIAP activ,mIAP activ,A3A deaminase,hIAP block,APOBEC3G inh,NALP3 yeast inh,MIN6 prolif,SENP1 inh,mIAP block
CCC(C)NC(=O)c1ccc2nc(Cc3ccc(OC)cc3)oc2c1 (configuration not stated),0.897,1.02,-4.0,10.3,-12.5,47.8,-4.1,1.9,-1.8
CC(C)n1c(SCC(=O)N2CCN(C)CC2)nc2c1c(=O)n(C)c(=O)n2C,1.16,1,6.5,-15.9,4.7,7.0,-3.3,0.0,0.0
O=C(CCCc1ccccc1)NCCC1=CCCCC1,0.939,1.03,-5.0,6.1,-10.9,12.9,0.5,-0.2,-3.1
O=C(/C=C/c1ccc(F)cc1)N1CCc2ccccc2C1,0.978,1.03,0.3,2.2,-3.3,35.8,-2.4,1.8,-2.9
Cn1c(=O)[nH]c(=O)c2c1nc(Br)n2CC(O)COc1ccccc1 (configuration not stated),0.936,0.987,-3.7,6.4,-10.2,1.3,-1.4,3.5,1.3
CCCCOc1ccccc1C1NC(=O)NC(C)=C1C(=O)OCCOC (configuration not stated),1.03,1,5.5,-2.8,4.0,1.7,-0.9,2.4,-0.5
N=c1oc2cc(O)ccc2cc1C(=O)Nc1ccc(F)cc1,1.17,1.36,-3.8,-17.3,-6.6,-18.8,-4.8,-28.4,-36.1
CCS(=O)(=O)N1Cc2ccccc2CC1C(=O)N1CCN(c2ccccc2)CC1 (configuration not stated),1.09,0.958,1.8,-9.1,-3.5,-6.5,-2.9,4.1,4.2
COc1cccc2[nH]c3c(N4CCCC(C)C4)ncnc3c12 (configuration not stated),1,1.03,-2.5,-0.2,7.0,24.9,-4.7,-15.5,-2.9
O=C(O)/C=C\C(=O)Nc1ccccc1F,1.13,1.07,-4.9,-12.6,-8.5,-3.9,2.1,2.5,-7.3
Cn1c(SCc2ccc(C#N)cc2)nnc1-c1ccncc1,0.889,0.971,0.0,11.1,-3.3,11.3,2.2,-1.2,2.9
CN(C)C(=O)c1ccc(NC(=O)CSc2nc3ccccc3[nH]2)cc1,1.02,0.904,5.7,-2.3,-3.0,19.8,-0.1,-2.0,9.6
Cc1csc(SCCN2C(=O)c3ccccc3C2=O)n1,1.03,0.956,-1.6,-3.1,-7.0,21.7,-2.2,2.7,4.4
CNC(=O)C(=O)NCC1OCCCN1S(=O)(=O)c1ccc(F)cc1C (configuration not stated),1.31,0.972,-0.6,-30.7,-3.2,3.9,-1.7,1.9,2.8
Cc1cc(C(=O)NNC(=O)c2cccc(N(C)C)c2)c(C)o1,0.956,0.964,-4.1,4.4,-8.4,12.0,2.9,3.0,3.6
Cc1cc(C(=O)NNc2ccc(F)cc2F)no1,1.36,0.976,-2.5,-35.6,-5.5,17.5,-2.0,-0.5,2.4
CS(=O)(=O)c1ccc(-c2nnn(CC(N)=O)n2)cc1,0.958,1.1,50.4*,4.2,8.0,-2.4,-1.6,2.8,-10.5
S=C(NCc1ccncc1)Nc1ccc(Cl)cc1Cl,1.21,1.08,-1.1,-20.8,1.1,24.6,-3.2,2.4,-7.6
COc1cc(/C=C2\SC(=Nc3ccccc3)N(CCc3c[nH]c4ccccc34)C2=O)ccc1OC(C)C(=O)O (configuration not stated),0.96,0.941,-0.6,4.0,-6.9,17.0,0.0,0.9,5.9
CCn1cc(C(=O)NCCCN2CCN(C)CC2)c(=O)c2cc(S(=O)(=O)N3CCc4ccccc4C3)ccc21,1.05,0.995,4.5,-5.4,-2.9,11.0,-5.8,-0.7,0.5
C/C(=N\NC(N)=S)C12CC3CC(CC(C3)C1)C2,0.965,0.998,0.1,3.5,0.8,11.5,-5.0,1.8,0.2
COc1ccc2cc(C(=O)N3CCN(Cc4ccc5c(c4)OCO5)CC3)[nH]c2c1,0.92,1.08,1.3,8.0,10.7,24.6,1.1,-23.3,-8.3
O=c1[nH]c(N2CCN(c3ccccc3)CC2)nc2c1CCC2,1.16,0.994,-3.7,-15.5,-5.5,5.6,-0.4,0.6,0.6
CCC(C)(C)n1nnnc1C(c1ccccc1OC)N1CCSCC1 (configuration not stated),0.973,0.917,-1.2,2.7,-5.8,8.8,1.5,1.8,8.3
CC1CCN(C(=O)COC(=O)CCC(=O)c2ccc(F)cc2)CC1,1.07,1.12,-2.3,-6.7,-5.8,19.2,0.7,-0.5,-11.9
O=C(COc1ccc2c3c(c(=O)oc2c1)CCC3)N1CCN(c2ccc(F)cc2)CC1,1.32,1.01,-4.2,-32.0,-8.9,7.4,-3.8,1.8,-0.7
N#Cc1c(NC(=S)NC(=O)c2ccccc2)sc2c1CCC2,0.86,0.71,-1.2,14.0,0.5,8.2,1.6,4.2,29.0
Cc1c(Cl)cccc1NC(=O)CCC(=O)c1cccs1,0.979,0.938,-0.1,2.1,-4.6,28.0,-2.4,-0.9,6.2
Cc1cccc(NC(=O)c2ccc(Cl)c(S(=O)(=O)N3CCCCC3)c2)n1,0.768,0.852,-2.9,23.2,-13.6,-34.6,3.4,-2.5,14.8
O=C(COC(=O)/C=C/c1ccccc1)NC1CCCCCC1,1.03,1.04,-2.1,-2.6,1.3,-0.6,5.6,-1.1,-4.2

# Another view of part of the listing above.
> C/C(=N\NC(N)=S)C12CC3CC(CC(C3)C1)C2
  hIAP activ: 0.965
  mIAP activ: 0.998
  A3A deaminase: 0.1
  hIAP block: 3.5
  APOBEC3G inh: 0.8
  NALP3 yeast inh: 11.5
  MIN6 prolif: -5.0
  SENP1 inh: 1.8
  mIAP block: 0.2
> COc1ccc2cc(C(=O)N3CCN(Cc4ccc5c(c4)OCO5)CC3)[nH]c2c1
  hIAP activ: 0.92
  mIAP activ: 1.08
  A3A deaminase: 1.3
  hIAP block: 8.0
  APOBEC3G inh: 10.7
  NALP3 yeast inh: 24.6
  MIN6 prolif: 1.1
  SENP1 inh: -23.3
  mIAP block: -8.3

# Retrieved one by one from the entries so far, 3 records:
SMILES,hIAP activ,mIAP activ,A3A deaminase,hIAP block,APOBEC3G inh,NALP3 yeast inh,MIN6 prolif,SENP1 inh,mIAP block
O=c1[nH]c(N2CCN(c3ccccc3)CC2)nc2c1CCC2,1.16,0.994,-3.7,-15.5,-5.5,5.6,-0.4,0.6,0.6
CCC(C)(C)n1nnnc1C(c1ccccc1OC)N1CCSCC1 (configuration not stated),0.973,0.917,-1.2,2.7,-5.8,8.8,1.5,1.8,8.3
Cc1c(Cl)cccc1NC(=O)CCC(=O)c1cccs1,0.979,0.938,-0.1,2.1,-4.6,28.0,-2.4,-0.9,6.2

# Other structures.
SMILES,hIAP activ,mIAP activ,A3A deaminase,hIAP block,APOBEC3G inh,NALP3 yeast inh,MIN6 prolif,SENP1 inh,mIAP block
COC(=O)c1[nH]c2ccccc2c1NC(=O)c1c(F)cccc1F,1.24,0.991,-0.5,-23.9,-1.9,10.2,-0.5,2.3,0.9
COC(=O)c1cc(Br)c(=O)n(CC(C)C)c1,1.14,1.02,4.9,-13.7,-10.8,0.0,3.2,-1.0,-2.1
CCn1c(/C=C/N(C)c2ccccc2)[n+](CC)c2ccc(Cl)cc21,0.879,1.01,41.7*,12.1,18.7,-6.2,-4.4,2.5,-1.0
O=C1CSC(c2ccccn2)N1c1ccccc1F (configuration not stated),1.08,1.04,-2.4,-7.7,-6.1,8.1,-2.9,1.2,-3.8
O=C(Nc1ncc(Cc2cccc([N+](=O)[O-])c2)s1)c1ccco1,0.968,1.09,-0.5,3.2,-2.9,35.0,-2.7,1.6,-8.9
Cc1ccnc(NS(=O)(=O)c2cc(C(F)(F)F)ccc2Cl)c1,1.04,1.03,4.0,-3.7,-2.2,-3.6,-3.2,nt,-2.9
Cc1cc(C)c(NC(=O)COc2ccc(-n3cnnn3)cc2)c(C)c1,1.02,1.04,4.8,-1.8,13.1,7.8,-3.0,0.7,-3.8
CCN1C(=O)CSC1=Nc1ccccc1Cl,0.956,0.981,-6.3,4.4,-3.0,14.8,-2.5,0.9,1.9
Cc1csc(=O)n1CC(=O)OCC(=O)NC(C)c1ccc(F)cc1 (configuration not stated),1.07,0.878,-0.5,-6.7,-4.7,-3.2,-2.3,-3.5,12.2
CC1(c2ccccc2)NC(=O)N(CC(=O)N2CCN(S(=O)(=O)c3c(F)cccc3F)CC2)C1=O (configuration not stated),0.893,0.959,1.1,10.7,-2.8,3.3,-3.1,3.1,4.1
CCCCN(C(=O)Cc1coc2cc(C)c(C)cc12)c1c(N)n(Cc2ccccc2)c(=O)[nH]c1=O,0.908,0.94,1.5,9.2,-9.0,17.5,-2.0,-0.6,6.0
COc1ccc(-c2cc3nc(C)c(CCC(=O)NCc4ccco4)c(C)n3n2)c(OC)c1,1.04,1.07,-1.0,-4.5,0.2,8.2,-2.7,-4.1,-7.3
CC(C)Cn1nc(C(=O)Nc2nnc(C3CC3)s2)c2ccccc2c1=O,0.985,1.05,-3.8,1.5,-10.5,26.2,-1.6,1.7,-5.1
O=C(CN1C(=O)c2ccccc2C1=O)NCC1COc2ccccc2O1 (configuration not stated),0.969,0.895,1.2,3.0,1.8,7.1,-1.1,0.3,10.5
CC(C)Cn1nnc2c(=O)oc3ccccc3c21,0.844,1.07,6.8,15.6,-1.6,11.4,-3.1,2.7,-6.9
Cc1ccc(S(=O)(=O)N2CCC(C(=O)N[C@H](C(=O)NCc3ccco3)C(C)C)CC2)cc1,0.943,1.01,9.4,5.7,-1.0,0.4,3.0,-1.0,-1.3
CCOC(=O)Cc1csc(NS(=O)(=O)c2ccc3ccccc3c2)n1,1.09,0.93,-6.6,-8.9,-9.4,8.1,-0.6,2.4,7.0
CCNc1nc(N)c(C(=O)C23CC4CC(CC(C4)C2)C3)s1,0.733,1.03,-1.8,26.7,-2.8,6.2,-1.8,-0.2,-3.5
CCn1nnnc1SCC(=O)c1cc(Cl)ccc1OC,0.938,1.13,-0.6,6.2,-10.1,21.2,1.0,1.8,-12.9
CCc1cc(=O)oc2cc(OCC(=O)NCCCN3CCCC3=O)c(Cl)cc12,0.984,0.874,-2.3,1.6,-5.0,9.4,-3.8,2.3,12.6
COc1ccc(NS(=O)(=O)c2ccc(OCC(=O)N3CCCC3)cc2)cc1,1.15,0.959,-3.1,-15.1,-7.2,15.8,-1.1,0.6,4.1
Cc1ccccc1NC1C=CS(=O)(=O)C1 (configuration not stated),1.11,0.965,2.6,-10.7,-0.8,12.3,-5.4,0.7,3.5
OCC1(Cc2cccc(Cl)c2)CCCN(Cc2cn[nH]c2C2CCCCC2)C1 (configuration not stated),1.15,0.96,-5.5,-15.3,-4.9,-1.3,-5.2,0.7,4.0
CC(=O)NC12CC3CC(C1)CC(C(=O)N1CCN(S(=O)(=O)c4cccc(C(F)(F)F)c4)CC1)(C3)C2,0.982,1.04,1.9,1.8,7.7,-6.7,-2.3,0.4,-3.6
COc1ccc(OC)c(/C=C/C(=O)Nc2cccc(S(=O)(=O)N3CCCC3)c2)c1,1.03,1.1,5.7,-3.2,2.6,15.1,-2.1,-44.4,-10.1
CC(NC(=O)NCc1cccnc1)(C(F)(F)F)C(F)(F)F,1.11,1.08,4.1,-11.3,-0.8,1.4,-0.8,-2.2,-7.8

# The list is partial; count on the stated rates, not on these rows.
